High-throughput results: PubChem BioAssay, several laboratories
HSP90 inh: blocks HSP90-mediated luciferase refolding in reticulocyte lysate. AID 1789. Rabbit reticulocyte lysate, luciferase refolding luminescence, 3 h. actives 0.91% (n = 290,000). inhibition, % at 5.6 µM;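 active = inhibition above the screen-wide mean plus 3 SD, computed separately per campaign, cut at about 16% in these data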;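 note: 0% = DMSO wells and 100% = 60 µM geldanamycin wells; inhibitors lower the luminescence because luciferase stays unfolded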
PolyA inh: inhibitors of polyadenylation in S. cerevisiae | S. cerevisiae SKY197-pL101 polyadenylation reporter, beta-gal luminescence; efflux-impaired pdr1/pdr3 knockout yeast; score 100 = 6 SD above DMSO | calls only at 12 µM | actives 0.02% (n = 300,000);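 active = lowest replicate activity score at least 50, where 100 means six control SD above control mean; inconclusive = lowest score under 50 but half or more replicates reach 50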;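 note: yeast exposed to compound for 9 h at 30 °C; higher score means more reporter readthrough which indicates perturbed polyadenylation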
Platelet DG rel: platelet dense granule release activity. actives 0.22% (n = 300,000). human platelet-rich plasma, SFLLRN dense granule ATP release, luminescence. inhibition, %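 (compounds screened at 7.5 µM in platelet-rich plasma)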;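 active = mean replicate score, as percent of positive control, at or above 50; inconclusive = mean below 50 but at least one replicate at or above 50; inactive = mean and every replicate below 50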
HSF-1 act: increases HSF-1 driven luciferase reporter signal | NIH3T3-HGL HSF-1 luciferase reporter, MG132, 8 h; 100% = twice DMSO control signal | activation, % at 9 µM | actives 1.7% (n = 300,000);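 active = mean replicate activation of at least 50% with a set share of replicates each reaching 50%; inconclusive = only one of those two conditions met; inactive = mean below 50% and too few replicates reaching it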;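 note: 0% = median of the neutral control wells and 100% = twice that signal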
HSF1 inh: HSF1 inhibition | actives 0.77% (n = 300,000) | activity change, negative = inhibition, % at 7.5 µM (by protocol) | AID 2098 | NIH3T3-HGL HSE-luciferase, MG132-induced, luminescence 8 h; active compounds read low;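 active = more than half of replicate wells show activity change below -50%, luminescence cut by over half; inconclusive = some wells, but at most half, below -50%; inactive = no replicate well below -50%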;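 note: luciferase reports HSF-1 transcriptional activity via heat shock element; 0% = median of DMSO wells and -100% = zero luminescence signal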
HDAC3 inhib: blocks human histone deacetylase 3 | O15379 | recombinant HDAC3, fluorogenic peptide/trypsin coupled, fluorescence | actives 0.15% (n = 320,000) | inhibition, % at 8.3 µM; in the data active = inhibition above about 26%, passing the limit was not always enough; inconclusive = no clear call, values can overlap the other calls
Target sequence (O15379 whole entry, looked up): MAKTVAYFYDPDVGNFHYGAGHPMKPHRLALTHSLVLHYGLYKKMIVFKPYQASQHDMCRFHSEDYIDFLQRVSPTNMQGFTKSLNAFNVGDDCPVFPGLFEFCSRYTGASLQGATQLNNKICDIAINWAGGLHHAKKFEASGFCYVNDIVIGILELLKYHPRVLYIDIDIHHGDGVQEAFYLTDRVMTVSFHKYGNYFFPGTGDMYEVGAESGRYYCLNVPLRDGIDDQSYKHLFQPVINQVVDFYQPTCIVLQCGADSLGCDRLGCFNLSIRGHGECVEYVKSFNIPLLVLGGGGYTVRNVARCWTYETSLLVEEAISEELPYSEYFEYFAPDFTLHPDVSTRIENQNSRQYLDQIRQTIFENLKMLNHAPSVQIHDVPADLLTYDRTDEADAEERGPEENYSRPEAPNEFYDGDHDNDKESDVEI
AI-2 QS mod: modulates the Vibrio harveyi AI-2 quorum sensing system; Vibrio harveyi JMH597 AI-2 luminescence/OD600 ratio, 9 h; active compounds read low; strain lacks LuxN and CqsS sensors; 0 = neutral-control median; activity change, % at 7.5 µM; actives 0.4% (n = 300,000); AID 2094; in the data active = activity change below about -75%, passing the limit was not always enough; inconclusive = no clear call, values can overlap the other calls;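 note: luminescence divided by OD600 gain over 9 h not by final OD600 alone; inactives centre near 13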
GSK3beta inhib: inhibitors of human GSK3beta kinase. actives 0.038% (n = 300,000). P49841. GST-GSK3beta kinase, ADP-Glo luminescence, 60 min; active compounds read low. activity score (negative = inhibition), % at 10 µM. AID 2097;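 active = more than half of replicate wells score below -50%, meaning over 50% inhibition versus plate controls; inconclusive = some replicates but at most half score below -50%; inactive = no replicate scores below -50%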;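 note: 0% = median DMSO wells and -100% = median GW8510 positive control wells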
Target sequence (P49841 whole entry, looked up): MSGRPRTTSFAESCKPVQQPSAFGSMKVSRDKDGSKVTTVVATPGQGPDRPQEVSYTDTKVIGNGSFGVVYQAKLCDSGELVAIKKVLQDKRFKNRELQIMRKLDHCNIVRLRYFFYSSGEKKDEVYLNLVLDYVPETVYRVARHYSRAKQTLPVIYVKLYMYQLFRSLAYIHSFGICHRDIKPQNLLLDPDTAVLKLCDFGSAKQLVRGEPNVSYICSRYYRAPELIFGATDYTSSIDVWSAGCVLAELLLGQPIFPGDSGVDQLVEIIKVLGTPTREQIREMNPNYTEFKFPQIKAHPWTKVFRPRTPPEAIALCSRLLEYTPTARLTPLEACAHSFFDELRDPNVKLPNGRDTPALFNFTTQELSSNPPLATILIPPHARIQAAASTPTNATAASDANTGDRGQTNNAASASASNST
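test system = GST-tagged human GSK3beta kinase, cell-free | reagent = 25 µM ATP with peptide substrate | dosing = one dose of 10 µM per compound | schedule = 60 min reaction, RT | detection = luminescent ADP-Glo measurement of ADP formed | control set = DMSO neutral wells and GW8510 at 20 µM as positive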
GSK3 alpha inh: human GSK-3 alpha kinase inhibition; AID 2650; actives 0.1% (n = 320,000); inhibition, % at 10 µM; P49840; ADP-Glo luminescence, 60 min;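 in the data active = inhibition above about 50%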;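 note: GST-tagged GSK-3 alpha with peptide substrate and 25 µM ATP; 0% = DMSO neutral wells and 100% = GW8510 positive control wells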
DYRK1A inh: inhibitors of rat Dyrk1A kinase | Q63470 | ADP-Glo luminescence, NFATc1 peptide | inhibition, % at 12.5 µM | actives 0.43% (n = 310,000); in the data active = inhibition above about 50%;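 note: plate controls were vehicle with enzyme for no effect and no enzyme for full effect; many of its hits are not listed in these tables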
An asterisk follows results filed as active; i = inactive; u = inconclusive; x = not tested or not shown; & = joins results of further samples. A portion of the library, so the mix of outcomes need not match the whole.

SMILES	HSP90 inh	PolyA inh	Platelet DG rel	HSF-1 act	HSF1 inh	HDAC3 inhib	AI-2 QS mod	GSK3beta inhib	GSK3 alpha inh	DYRK1A inh
CCCN1C(=O)/C(=c2\sc3nc(=O)c(Cc4ccc(C)cc4)nn3c2=O)c2ccccc21	1	i	7	1	-4	3	22	5	-5	-4
Cc1cc(O)ccc1NC1=CC(=O)CC(C)(C)C1	7	i	2	25	0	-8	-5	0	-1	-10
COc1ccc(C(=O)Nc2cc(C)cc(C)c2)cc1S(=O)(=O)N1CCOCC1	-2	i	1	33	4	3	12	0	-2	-12
COCCn1c(=S)[nH]c2cc(C(=O)NCCc3ccc(OC)c(OC)c3)ccc2c1=O	-1	i	-4	1	-8	-3	28	2	-1	0
CCC(C)[C@H](NC(=O)C1CC(=O)N(c2ccc(OC)cc2)C1)C(=O)N1CCCCC1 (some centres undefined)	2	i	2	-58	-47	-8	10	-1	-1	-4
COc1ccccc1/C=C/C=N/n1c(-c2ccc(Cl)cc2Cl)n[nH]c1=S	0	i	7	8	-4	-5	-1	-1	0	2
COc1ccc2c(c1)C(=O)N(c1ccccc1OC)C(=O)C2	-2	i	-2	1	-10	-5	22	-1	5	x
O=C(COC(=O)c1ccc(S(=O)(=O)N2CCCC2)cc1)NCc1ccccc1	-2	i	0	x	x	1	-17	1	x	3
CC1CCCN(S(=O)(=O)c2ccc(S(=O)(=O)N3CCC4(CC3)OCCO4)cc2)C1 (centres undefined)	-1	i	-20	-10	1	3	30	10	-2	-3
COc1ccc(C(=O)Nc2cc(OC)nc(OC)n2)cc1	4	i	56*	22	22	2	18	3	4	19
COc1ccc(NC(=O)COc2ccc(S(=O)(=O)N3CCOCC3)cc2C)cc1OC	-1	i	5	-11	3	-4	15	-1	0	2
COc1ccc(Cn2c(=S)[nH]c3cc(C(=O)N4CCCCC4)ccc3c2=O)cc1	3	i	-5	43	13	-11	x	x	1	-5
OCc1cccc(Nc2ncnc3sc4c(c23)CCCCC4)c1	3	i	-2	-8	-12	0	32	1	-2	10
Cc1nc(Oc2ccc(Cl)cc2)c2oc3ccccc3c2n1	3	i	3	4	-11	u	-16	2	-4	21
COCCCNC(=O)Cn1cc(/C=C(\C#N)C(=O)NC2CC2)c2ccccc21	-1	i	7	-1	-7	7	18	3	-1	-2
O=C(NCCN1CCOCC1)c1ccc2c(c1)N(Cc1ccc(F)cc1)C(=O)c1ccccc1S2(=O)=O	2	i	1	-1	-2	x	16	-2	x	-3
COC(=O)[C@@]1(Cc2ccc(OC)cc2)[C@@H]2C(=CC(=O)[C@H]2CC(=O)C(=O)N2CCCC2)CN1C(=O)c1ccccc1	6	x	x	x	x	0	x	x	0	-7
CCOCCCn1c(SCC(=O)NCc2ccc3c(c2)OCO3)nc2ccccc2c1=O	1	i	8	10	-5	-1	14	2	-1	4
Clc1ccc(Cn2ncc3c(NCc4ccco4)ncnc32)c(Cl)c1	-1	i	-2	10	1	x	-2	-1	x	x
CC12CCC(c3c(C(=O)N4CCOCC4)nn(-c4ccccc4)c31)C2(C)C (centres undefined)	2	i	3	5	-1	u	6	2	-2	x
COCCN(CCOC)C(=S)Nc1cc(S(=O)(=O)N(C)C)ccc1C	0	i	3	3	-6	0	11	1	3	0
O=C(O)C(Cc1c[nH]c2ccccc12)N1Cc2ccccc2C1=O (centres undefined)	-2	i	0	-9	-4	1	-1	1	-2	-4
CCCC(=O)Nc1cccc(NC(=O)c2ccc3c(c2)OCCO3)c1	1	i	-1	-11	5	-3	27	-1	-4	x
Cn1nc(CC(=O)Nc2cccnc2N2CCOCC2)c2ccccc2c1=O	x	i	6	-26	-12	1	4	-8	-2	x
Cc1ccc(S(=O)(=O)NC2=NCCC2)cc1	-2	i	-6	4	-2	0	1	3	-9	13
CCc1ccc(CN(C)C(C)C(=O)NCc2ccccc2)cc1 (centres undefined)	-1	i	1	0	2	-2	25	-5	-2	-1
Cc1ccc2c(c1)N(CC(=O)NCCCN1CC(C)CC(C)C1)C(=O)c1cccnc1O2 (centres undefined)	-1	i	6	-13	-1	0	-8	0	-1	-11
O=C1CCc2cc(NS(=O)(=O)c3cc(F)ccc3F)cc3c2N1CC3	x	i	6	0	-3	-11	17	5	-2	3
CCOC(=O)CC(=O)CSc1nc(N)c(C#N)c(-c2ccc(F)cc2)c1C#N	1	i	2	-3	4	2	-1	29	-3	7
O=C(c1ccc2c3c(cccc13)CC2)N1CCN(c2ncccn2)CC1	1	i	-2	-3	1	1	16	4	-8	2
CC(C)c1nnc(NC(=O)COc2ccc3c(c2)OCO3)s1	-2	i	-4	37	8	-10	x	x	-1	3
Cc1ccccc1CSCCC(=O)NCCC1=CCCCC1	2	i	0	4	-1	-4	10	1	-3	1
COc1cc(S(=O)(=O)Nc2ccc(C)cc2)ccc1N=Cc1c(C)[nH]n(-c2ccccc2)c1=O	3	i	1	11	12	0	24	1	-1	-1
O=C(NC1CCOc2ccccc21)c1ccc(=O)[nH]c1 (centres undefined)	-4	i	-1	-3	-12	1	24	1	1	3
COc1cc2c(cc1OC)C1(CCCCC1)CN(C)C2	3	i	-13	11	2	1	7	1	-2	-8
CC(Sc1nncn1C)C(=O)Nc1nnc(C(C)C)s1 (centres undefined)	-4	i	-1	-7	-4	x	22	2	-4	0
Oc1ccccc1-c1cc(-c2ccccc2)no1	-1	i	23	5	10	0	-5	6	-3	3
COc1ccc(S(=O)(=O)N(CC(=O)O)c2ccccn2)cc1	-3	i	-9	-3	-12	-20	27	1	-2	-5
Oc1ccc(Br)cc1C=Nc1ccc2c3c(cccc13)CC2	0	i	-7	3	2	x	14	-1	x	1
COC(=O)c1cc(NC(=O)c2cc(-c3ccccc3Cl)oc2C(F)(F)F)ccc1N1CCOCC1	-8	i	-20	7	6	7	27	1	0	x
COC(=O)C1=C(COc2ccccc2)NC(=O)NC1c1ccc(Br)cc1 (centres undefined)	-3	i	9	u	22	3	13	3	2	46
COc1cccc(CN(C)CC2CCCN(CCc3ccc(Cl)cc3)C2)c1OC (centres undefined)	-1	i	7	-84	-82*	-3	12	-3	-1	9
CN(C(=O)COC(=O)/C=C/c1ccc(S(=O)(=O)N2CCc3ccccc32)cc1)C1CCS(=O)(=O)C1 (centres undefined)	-4	i	-5	30	12	-1	5	1	0	4
CCSc1sccc1C1C(C#N)=C(N)N(c2cccnc2)C2=C1C(=O)CCC2 (centres undefined)	-1	i	-3	-14	3	-1	-2	0	13	5
COC(=O)Cc1ccc(NC(=S)N2CCN(c3ccccn3)CC2)cc1	1	i	5	-6	-12	3	1	1	-2	-3
O=C(NCc1ccccc1C(F)(F)F)C1CC(c2cccc(F)c2)=NO1 (centres undefined)	x	i	5	-4	-2	3	4	-3	6	5
COc1ccc2c(C)cc3nncn3c2c1	4	i	12	0	-3	7	49	0	5	50
Cn1nnnc1NC(=O)c1ccccc1Cl	-4	i	0	6	-4	-7	7	0	-3	2
COc1cccc(-c2noc(C3CCCN(C(=O)Cc4ccccc4)C3)n2)c1 (centres undefined)	5	i	-7	x	x	-4	1	2	1	-6
COc1ccccc1NC(=O)c1cnc2n(c1=O)CCS2	0	i	3	19	9	8	-14	-3	1	5
CC(=O)c1ccc(NC(=O)/C(Cl)=C/c2ccccc2)cc1	10	i	15	16	-13	4	8	2	0	10
Cc1c(NC(=O)CSc2nnnn2-c2ccc(F)cc2)c(=O)n(-c2ccccc2)n1C	-2	i	11	-36	-25	6	-20	2	-1	0
CC(O)C(C(=O)OCc1ccc([N+](=O)[O-])cc1)N1C(=O)c2ccccc2C1=O (centres undefined)	-6	x	x	x	x	-1	x	x	0	-10
COc1ccccc1N1CCN(C(=O)c2cc(-c3ccccc3)on2)CC1	7	i	-14	3	2	-3	-3	-1	-2	-7
NNC(=O)Cn1c(-c2ccccn2)nc2ccccc21	-3	i	-5	-11	2	-10	9	-6	1	0
CN(Cc1cccnc1)C(=O)CC1C(=O)NCCN1CC(c1ccccc1)c1ccccc1 (centres undefined)	0	i	15	x	x	5	10	0	1	-1
Cc1cc(Cl)cc2c1NC(=O)[C@]21[C@@H]2C(=O)N(Cc3ccccc3)C(=O)[C@@H]2[C@@H]2CCCN21	1	i	-2	4	7	7	17&7	1	-1	-4
COc1ccc(CCN2CC(C(=O)NCCc3ccccc3C(F)(F)F)CCC2=O)cc1 (centres undefined)	-5	i	u	23	20	7	2	-1	7	x
Cc1ccc(S(=O)(=O)N(C)c2ccc(NS(C)(=O)=O)cc2)cc1	2	i	0	5	7	4	13	-2	5	0
COc1ccc2[nH]cc(CCCN3C(=O)c4ccccc4C3=O)c2c1	3	i	0	-1	-1	-6	6	2	1	4

Additional structures
SMILES	HSP90 inh	PolyA inh	Platelet DG rel	HSF-1 act	HSF1 inh	HDAC3 inhib	AI-2 QS mod	GSK3beta inhib	GSK3 alpha inh	DYRK1A inh
Cc1ccc(NC(=O)CN(C)C(=O)c2cccc(S(=O)(=O)NCc3ccccc3)c2)cc1	x	i	-9	-19	-1	3	29	0	-2	-17
COc1ccc(Br)cc1C(=O)Nc1ccccc1N1CCN(C(=O)c2ccccc2)CC1	0	i	8	19	15	-2	55	-1	0	x
CCCC(=O)N(CCN1CCOCC1)c1nc2c(C)ccc(C)c2s1	-3	i	0	11	2	10	9	2	-1	-1
COc1cc(/C=C(/NC(=O)c2ccc(Cl)cc2Cl)C(=O)O)cc(OC)c1OC	2	i	-22	12	-4	-6	21	15	0	-8
CN(C)CCNC(=O)Cn1ccc2cc(S(=O)(=O)N3CCCCC3)ccc21	-2	i	-6	-1	5	-13	23	1	x	-1
Cc1nn(C)cc1CNC(=O)CCC(=O)O	-2	i	-2	-12	-8	0	21	1	1	-6
NC(=O)c1ccc(NC(=O)COC(=O)CCSc2ccccc2)cc1	1	i	-1	1	-8	-2	22	-2	-2	5
Cc1ccc(/C=N/NC(=O)c2nnn(-c3nonc3N)c2CSc2ccc(Cl)cc2)o1	-3	i	-4	-4	6	2	-18	-3	-8	x
CCNC(=S)N(CCN(CC)CC)Cc1cc2cc3c(cc2[nH]c1=O)OCO3	3	i	8	-4	-8	-8	1	0	-1	x
CSc1c(CN2CCN(C)CC2)c2ccccc2n1C	x	i	2	-32	-12	-2	20	-2	1	x
COc1ccc(C2CC(c3cccs3)=NN2C(=O)CSc2nnnn2C)cc1OC (centres undefined)	8	i	-1	-6	-5	2	13	-4	-1	4
COc1cc(OC)c(NC(=S)Nc2cc(Cl)cc(Cl)c2)cc1Cl	-3	i	2	17	4	-1	2	4	-1	7
